Cav3 T inh: blocks human Cav3.2 T-type calcium channel; O95180; actives 4% (n = 100,000); B-score at 10 µM; Cav3.2-expressing cells, Fluo-4 calcium fluorescence FDSS; hits give low values;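 active = single-dose well whose peak fluorescence ratio is a statistical outlier from its plate by either plate-standardised score or position-corrected B-score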
The depositor's hits bear a star. Only part of the results is shown; count on the stated rates, not on these rows.

structure	Cav3 T inh
CCOC(=O)N1CCC(NC(=O)CCS(=O)(=O)c2ccc3c(c2)CCN3C(C)=O)CC1	1.32
O=C(CSc1nnnn1C1CCCC1)Nc1ccc2c(c1)OCCO2	0.288
COC(=O)C1CCN(C(=O)N2CCOCC2)CC1	1.31
Cc1ccc2c(c1)C1OCCC1C1N2C(=O)C2C(C(=O)O)C3C=CC21O3 (stereo not given)	0.692
Cc1ccc(N(CC(N)=O)C2SC(=O)N(Cc3cccc(C(=O)O)c3)C2=O)cc1 (stereo not given)	0.721
Cc1ccc(C)c(CSc2nnc(-c3cccnc3)o2)c1	-0.206
CCOC(=O)C1CCN(c2c(N(C)Cc3ccco3)c(=O)c2=O)CC1	0.212
O=C(CN1CCOCC1)n1c2ccccc2c2ccccc21	0.24
COc1ccc(-c2cn3c4c(sc3n2)CCCC4)cc1	-1.28
CN(C)C(=O)c1cn(-c2ccccc2)c(=O)c2ccccc12	0.0708

(list continues)
structure	Cav3 T inh
CCCCNC(=O)NS(=O)(=O)c1cnccc1Sc1ccc(Cl)cc1	1.1
CS(=O)(=O)N1c2ccccc2[C@@]2(Br)C[C@H]3C(=O)N[C@@H](Cc4ccccc4)C(=O)N3[C@@H]12	0.0138
COc1cccc(C(=O)Oc2c(CN3CCOCC3)cc(Cl)c3cccnc23)c1	-0.882
Cn1c(=O)[nH]c(=O)c2c1nc(NCCCn1ccnc1)n2CCOc1ccccc1	-0.837
Cc1nn(CC(O)Cn2cnc3c2c(=O)n(C)c(=O)n3C)c(C)c1Br (stereo not given)	-1.52
CC1=CC(C)(C)N2C(=O)C3(SCC(=O)N3c3ccc(O)cc3)c3cc(C)cc1c32 (stereo not given)	-7.43*
COc1ccc(C)cc1NC(=O)c1cc2ccccc2o1	-0.244
CCN(CC(=O)Nc1c(C(=O)OC)[nH]c2ccc(C)cc12)c1ccc2c(c1)OCO2	0.418
O=C1c2ccccc2C(Nc2ccc3c(c2)OCCO3)N1c1ccc(Cl)cn1 (stereo not given)	-0.0226
Cc1csc(C(C#N)C(=O)c2ccc(S(=O)(=O)N3CCCC3)cc2)n1 (stereo not given)	-0.0304

Among those listed so far, these have a COOH group.
structure	Cav3 T inh
Cc1ccc2c(c1)C1OCCC1C1N2C(=O)C2C(C(=O)O)C3C=CC21O3 (stereo not given)	0.692
Cc1ccc(N(CC(N)=O)C2SC(=O)N(Cc3cccc(C(=O)O)c3)C2=O)cc1 (stereo not given)	0.721

Carrying on.
structure	Cav3 T inh
Cc1ccc(-c2cc(=O)[nH][nH]2)c(C)c1	0.313
Cc1cc2c(c(=O)n1Cc1cccnc1)C(c1cccs1)C(C#N)=C(N)O2 (stereo not given)	1.24
Cc1cc(C)cc(CSCC(=O)N/N=C/c2ccc(OCC(=O)NCc3ccco3)cc2)c1	0.335
CN1CCN(Cc2cc(=O)oc3cc4c(cc23)CCC4)CC1	-0.0135
O=C(CC1CCCCC1)c1c(O)c2ccccc2oc1=O	-7.61*
O=C(NC1CCCCNC1=O)c1ccc(Cl)cc1 (stereo not given)	0.398
CCN(CCO)c1ncnc2c1sc1nc(C(C)C)c3c(c12)CC(C)(C)OC3	-0.101
COc1ccc(C(=O)N2CCCC(c3nc(-c4cccs4)no3)C2)cc1OC (stereo not given)	-0.254
Cc1ccc(C(=O)OCC(=O)Nc2sc3c(c2C#N)CCCCC3)cc1NC(=O)c1ccco1	-3.85*
CS(=O)(=O)N1CCCC(C(=O)NCc2cccs2)C1 (stereo not given)	0.456

No new results follow: two of the compounds above.
structure	Cav3 T inh
Cc1ccc(C(=O)OCC(=O)Nc2sc3c(c2C#N)CCCCC3)cc1NC(=O)c1ccco1	-3.85*
CS(=O)(=O)N1CCCC(C(=O)NCc2cccs2)C1 (stereo not given)	0.456

(list continues)
structure	Cav3 T inh
COc1ccc(CN2CNc3nc4ccccc4n3C2)cc1	-0.777
CC(C)(C)c1ccc(C(=O)N/C(=C\c2cccs2)C(=O)NCc2ccco2)cc1	-3.93
Cc1cc(NS(=O)(=O)c2ccccc2)n(-c2ccccc2)n1	-0.386
COc1ccc(C2=NN(C(=O)CSc3cn(C)c4ccccc34)C(c3ccc(OC)cc3)C2)cc1 (stereo not given)	-2.06
COC(=O)c1c(NC(=O)c2ccco2)sc(C(=O)N(C)C)c1C	-0.785
COC(C[C@@H]1O[C@@H]1[C@H](O)COCc1ccccc1)OC	0.375
Nc1c(-c2ccccc2)cnn1-c1ccc(C(=O)O)cc1	0.631
O=C(CCN1CCc2ccccc2C(O)(c2ccccc2)C1)c1ccc2c(c1)OCCO2 (stereo not given)	2.1
CC1(C)Cc2c(C#N)c(N3CCN(C(=O)c4ccccc4Cl)CC3)nc(-c3ccco3)c2CS1	0.106
Cc1onc(-c2ccccc2Cl)c1C(=O)NCCn1ccc2ccccc21	-3.91*

Additional structures
structure	Cav3 T inh
C=CCOc1cccc(C2C(C(=O)c3ccco3)=C(O)C(=O)N2CCN2CCOCC2)c1 (stereo not given)	-0.0921
O=C(c1cccc(S(=O)(=O)N2CCCCC2)c1)N1CCCCC1	0.14
N#Cc1ccccc1CSc1ccc(-c2nc3ccccc3[nH]2)cn1	-0.105
O=C(c1ccco1)N1CCN(c2cc(=O)n(C3CCCCC3)c(=O)[nH]2)CC1	1.06
CN1CCN(C(=O)c2ccc(-c3nn(C)c(=O)c4ccccc34)cc2)CC1	0.438
CN=C1S/C(=C\c2cccn2-c2cccc(Br)c2)C(=O)N1C	-0.779
COc1cccc(NC(=O)C2CC(=O)N(C)C(=Nc3cccc(F)c3)S2)c1 (stereo not given)	-2.37
CCOC(=O)c1ccc(NCn2c(=O)oc3ccccc32)cc1	-0.487
CCN(CC)C(=O)c1sc2nc(N3CCOCC3)c3c(c2c1N)CCCC3	-1.21
Cn1c(SCc2ccccc2F)nc2cccnc21	0.508

More records:
structure	Cav3 T inh
COCc1[nH]nc2c1C(c1ccnc3ccccc13)C(C#N)=C(N)O2 (stereo not given)	1.44
O=C1c2ccccc2C(=O)N1n1c(=O)[nH]c2ccccc2c1=O	1.89
COc1ccc(N(C(=O)Cc2cccs2)C(C(=O)NC2CCCCC2)c2cccn2C)cc1 (stereo not given)	0.461
Nc1cc(=O)[nH]c(=S)n1-c1cccc(C(F)(F)F)c1	0.00243
C=CCn1c(CCNC(=O)c2cccs2)nnc1SCC(=O)c1cccc([N+](=O)[O-])c1	-3.46
CCC1=Nc2cc(C(=O)NCCCOC)ccc2Sc2ccccc21	-0.334
C#Cc1ccc([C@@H]2C=C(C(=O)N3CCOCC3)O[C@H](OCc3ccc(CO)cc3)C2)cc1	-0.182
Cc1onc(-c2c(F)cccc2Cl)c1C(=O)NCc1ccccn1	0.447
CCn1nc(C(=O)OCC(=O)N2c3ccccc3CC2C)c2ccccc2c1=O (stereo not given)	-1.32
COc1cc(NC(=O)C2CC(=O)NC3=C2C(=O)CCC3)cc(OC)c1 (stereo not given)	0.0384

The list goes on:
structure	Cav3 T inh
CCC/C(O)=C1\C(=O)CC(C)(C)CC1=Nc1ccc(OC)cc1OC	-2.42
CCCCNC(=O)OCC(CC)NC(=O)OCC(C)C (stereo not given)	0.0797
COc1ccc(Nc2c3c(c(C#N)c4nc5ccccc5n24)CCC3)cc1	-0.0345
COc1ccc(S(=O)(=O)NCC(c2cccnc2)N2CCN(c3ccccc3OC)CC2)cc1C (stereo not given)	-0.272
Nc1cc(OC(=O)c2ccco2)nn1S(=O)(=O)c1ccc(F)cc1	-0.862
CCS(=O)(=O)Nc1ccc(-c2nnc(SCC(=O)OC)o2)cc1	1
CCOC(=O)c1sc2nc(C)cc(C)c2c1NC(=O)c1ccco1	-1.01
CCCNC(=O)C(=O)NCCC1=CCCCC1	1.03
Cc1ccc(N2C(=O)CSC23C(=O)Nc2ccccc23)cc1 (stereo not given)	-0.73
COc1ccc(NC(=O)c2cccs2)cc1O	0.0827

Next part, overlapping the part above by 4 compounds.
structure	Cav3 T inh
CCOC(=O)c1sc2nc(C)cc(C)c2c1NC(=O)c1ccco1	-1.01
CCCNC(=O)C(=O)NCCC1=CCCCC1	1.03
Cc1ccc(N2C(=O)CSC23C(=O)Nc2ccccc23)cc1 (stereo not given)	-0.73
COc1ccc(NC(=O)c2cccs2)cc1O	0.0827
C=CCN1CCN(C(c2ccc(OC)c(OC)c2)c2nnnn2C(C)(C)C)CC1 (stereo not given)	0.873
Oc1c(C(c2ccccn2)N2CCOCC2)ccc2cccnc12 (stereo not given)	0.499
CC(C)(C)C1CCc2c(sc(NC(=O)CSc3ncn[nH]3)c2C#N)C1 (stereo not given)	0.102
Cc1cnc(C(=O)Nc2nccs2)cn1	0.917
O=C(CCS(=O)(=O)c1ccc(Br)s1)NCc1ccccc1	0.203
CCOC(=O)N1CCN(Cc2nc3c(c(=O)n(C)c(=O)n3C)n2CCC(C)C)CC1	2.09
COc1cccc(C2CC(C(F)(F)F)n3ncc(C(=O)NCc4ccco4)c3N2)c1 (stereo not given)	-0.878
O=C(CSCCSCC(=O)c1ccco1)c1ccco1	0.622
CCN(CC)S(=O)(=O)c1ccc(-c2nnc(SCC(=O)Nc3ccc(OC)cc3)o2)cc1	0.908
O=c1cc(NCCO)c2ccccc2o1	-0.0663

More entries follow:
structure	Cav3 T inh
Cc1ccc(C)c(NC(=S)NCCN2CCOCC2)c1	-0.0803
C=CCn1c(SCC(=O)NCc2ccccc2)nnc1-c1ccccc1O	0.303
COC(=O)c1ccc(NC(=O)CS(=O)(=O)Cc2ccccc2)cc1	-0.0515
O=c1c2ccccc2nc(-c2ccccc2)n1CCCN1CCOCC1	-0.00295
Oc1ccccc1C(=S)N1CCCCC1	1.54
C=CCn1c(SCC(=O)NCC2CCCO2)nc2scc(-c3ccco3)c2c1=O (stereo not given)	-0.681
CN1c2ccccc2N(C)C1c1ccc2c(c1)OCO2	0.126
O=C(c1ccccc1)N(Cc1ccc2c(c1)OCO2)Cc1nc2ccccc2c(=O)[nH]1	-0.49
COc1ccccc1Oc1nc2c(c(=O)n(Cc3ccccc3F)c(=O)n2C)n1C	0.221
CC(C)(C)c1csc(NC(=O)c2ccc3nccnc3c2)n1	-1.69

(continued)
structure | Cav3 T inh
CCOc1ccc(C2N(c3ccc(F)cc3)C(=O)C3CCCN32)cc1OC (stereo not given) | -0.284
COc1ccccc1N(CC(=O)NCC1CCCO1)C(=O)CNS(=O)(=O)c1ccc(C)cc1 (stereo not given) | -1.14
Cc1ccc2nc(SCC(=O)NCc3cccs3)c(C#N)cc2c1 | 0.469
COc1ccc(C(=O)Nc2n[nH]c(-c3ccncc3)n2)cc1 | 1.72
C=CCSc1nnc(CSc2nc3sc4c(c3c(=O)[nH]2)CCCC4)n1-c1ccccc1 | -0.472
Cn1c(N2CCCCC2)nc2c1c(=O)[nH]c(=O)n2C | 0.235
CCCc1nc2ccccc2c(=O)n1/N=C/c1ccccc1O | -0.561
CCOC(=O)c1c(NC(=O)CSc2nnc(-c3ccccc3C)n2C)sc(C(C)=O)c1C | -3.18
CCOC(=O)CSc1n[nH]c(NC(=O)c2cccc(C)c2)n1 | -0.411
Cc1cccc(NC(=O)COc2ccc3oc4c(c3c2)CCCC4)n1 | -2.19
CCc1ccc(C(=O)CSc2n[nH]c(C)n2)cc1 | 0.142
O=C(NCc1cc(C(F)(F)F)cc(C(F)(F)F)c1)C1CC(c2cccc(F)c2)=NO1 (stereo not given) | -0.916
COc1ccc(N2CSC3=C(C#N)C(c4cc(OC)c(OC)cc4OC)CC(=O)N3C2)c(OC)c1 (stereo not given) | 1.41
COc1ccc(/C=N/NC(=O)CCCC(=O)NC2CCCCC2)cc1 | 0.543
CCOc1ccc2c(C)c(Cl)c(=O)oc2c1 | 0.532

Continuation.
structure | Cav3 T inh
CC(=O)Nc1cccc(S(=O)(=O)N2CCCCCC2)c1 | 0.532
CC(=O)Oc1ccc(-c2cc3c(OC(C)=O)cc(OC(C)=O)cc3oc2=O)cc1 | -2.03
O=C(c1ccco1)[C@@H]1[C@@H]2C(=O)N(c3ccc(F)cc3)C(=O)[C@@H]2C2c3ccccc3C=CN21 (stereo not given in full) | -0.243
O=S(=O)(c1cccc(-c2nc3n(n2)Cc2ccccc2-3)c1)N1CCCCC1 | 0.291
COc1ccccc1NC(=O)CN1CCCCC1 | 0.0991
CCCCSc1ccc(NC(=O)c2cccnc2)cc1 | -1.23
CC(C)(C)NC(=O)Cn1nnc(-c2ccccc2NC(=O)c2cnccn2)n1 | 0.0117
CCOC(=O)C1CCN(C(=O)CN(C)S(=O)(=O)c2cc(C)ccc2OC)CC1 | 0.678
Cc1cc2c(cc(C(=O)N3CCC(C(=O)NC4CCCC4)CC3)n2Cc2c(F)cccc2Cl)o1 | -5.72
COc1ccc(OC)c(NC(=O)Cc2coc3cc(C)cc(C)c23)c1 | -1.44
O=C(NCC1CC1)c1onc(CSc2ccncc2)c1C(=O)NCC1CC1 | 0.000541
O=[N+]([O-])c1ccc(Oc2cccc(F)c2)c2ccncc12 | -0.123
NC(=O)Cn1c(=O)n(CCc2ccccc2)c(=O)c2c3c(sc21)CCCC3 | -0.0766
N#Cc1ccc2ccn(CC(=O)N3CCCc4ccccc43)c2c1 | -0.539
O=C(O)C1CCCCN1S(=O)(=O)c1ccccc1 (stereo not given) | 1.38

Other results:
structure | Cav3 T inh
Cc1[nH]c2ccc(Br)cc2c(=O)c1CN1CCOCC1 | 0.182
O=C(O)Cn1nnnc1-c1ccc(F)cc1 | 0.044
CCn1c(COc2ccc(Cl)cc2)nnc1SCC(=O)Nc1ccc2c(c1)OCCO2 | 0.224
N=c1c2c(-c3ccccc3)c(-c3ccccc3)n(Cc3ccco3)c2ncn1CCN1CCOCC1 | -10.8*
Cc1cccc(NC(=S)NC(=O)CCc2ccccc2)c1 | -1.13
COc1ccccc1Nc1nc(-c2sc(NC(=O)C(C)(C)C)nc2C)cs1 | 0.189
CC1CCN(CCCNC(=O)c2n[nH]c(=O)c3ccccc23)CC1 | 0.339
O=C(Nc1cccc(C(=O)N2CCOCC2)c1)c1ncn[nH]1 | 0.967
O=C(O)COc1ccc(-c2nnn(Cc3ccccc3F)n2)cc1 | -0.0361
CCn1nnnc1SCC(=O)N1CCOCC1 | 0.304
O=C(/C=C/c1cccs1)c1cc(Br)ccc1OC(=O)N1CCOCC1 | -0.493

Single values from above.
Result of COc1ccccc1Nc1nc(-c2sc(NC(=O)C(C)(C)C)nc2C)cs1 under Cav3 T inh: 0.189
Result of O=C(O)Cn1nnnc1-c1ccc(F)cc1 under Cav3 T inh: 0.044
Result of O=C(Nc1cccc(C(=O)N2CCOCC2)c1)c1ncn[nH]1 under Cav3 T inh: 0.967

Screens from PubChem.
